MOR-DOR ag = agonists of OPRM1-OPRD1 heterodimerization, primary screen, cell-based, luminescence. Mu-type opioid receptor (Homo sapiens) + Delta-type opioid receptor (Homo sapiens), …. cells. activation, % at 9.3 µM. actives 0.3% (n = 340,000). AID 504326, 2011; in the data active = activation above about 18%;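 also: 0% = vehicle-treated cells and 100% = reference agonist; values of inactives mirror those of a sister screen read the other way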
Target sequence (P35372 whole entry, looked up): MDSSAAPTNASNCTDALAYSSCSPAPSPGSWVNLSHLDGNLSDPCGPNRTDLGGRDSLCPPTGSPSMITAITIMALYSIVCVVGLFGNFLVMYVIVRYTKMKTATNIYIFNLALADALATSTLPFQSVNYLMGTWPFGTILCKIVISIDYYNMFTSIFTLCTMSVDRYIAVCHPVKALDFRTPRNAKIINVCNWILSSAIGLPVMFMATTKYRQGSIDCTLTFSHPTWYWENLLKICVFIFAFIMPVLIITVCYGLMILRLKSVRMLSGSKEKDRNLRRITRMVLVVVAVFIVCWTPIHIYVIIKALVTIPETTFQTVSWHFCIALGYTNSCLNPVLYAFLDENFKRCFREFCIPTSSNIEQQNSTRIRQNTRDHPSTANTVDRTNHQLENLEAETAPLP
Target sequence (P41143 whole entry, looked up): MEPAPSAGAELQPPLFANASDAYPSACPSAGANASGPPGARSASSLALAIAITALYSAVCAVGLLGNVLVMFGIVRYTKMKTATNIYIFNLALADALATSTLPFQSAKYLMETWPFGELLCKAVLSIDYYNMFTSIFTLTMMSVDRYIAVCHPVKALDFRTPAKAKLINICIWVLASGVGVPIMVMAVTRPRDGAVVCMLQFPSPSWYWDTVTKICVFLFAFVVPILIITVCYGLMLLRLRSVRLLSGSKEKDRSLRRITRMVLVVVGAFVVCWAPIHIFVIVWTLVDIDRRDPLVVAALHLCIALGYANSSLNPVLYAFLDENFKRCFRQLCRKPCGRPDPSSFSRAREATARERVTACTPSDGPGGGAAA
E coli growth = E. coli V3065 growth inhibition, primary screen, counter-screen for AddAB inhibitor project, absorbance, OD600; 18 h; inhibition, % at 11.9 µM; actives 0.27% (n = 330,000); AID 449728, 2010;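 active = inhibition above the campaign's mean inhibition across all tested compounds plus 3 SD, cut at about 9.9% in these data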;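 also: uninfected addAB+ strain grown without phage in ampicillin broth; 0% = DMSO wells and 100% = ciprofloxacin 0.95 µg/ml wells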
Pemphigus Ab inh = inhibitors of pemphigus antibody binding to DSG3, primary screen, biochemical, bead-based, flow cytometry, scFv-GFP; binding (percent of control), % at 10 µM; AID 588358, 2011; Desmoglein-3 (Homo sapiens), P32926; DSG3-coupled beads, scFv-anti-DSG3-GFP binding; stronger effect = lower value; actives 0.48% (n = 310,000);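 active = binding more than 3 SD below its plate's average and above zero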;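 also: hits lower antibody fragment binding to DSG3; some compounds called inactive have numbers as strong as hits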
AddAB inh = growth inhibition of E. coli expressing H. pylori AddAB, primary screen, AddAB inhibitor project, absorbance; inhibition, % at 11.9 µM; actives 0.29% (n = 330,000); AID 435030, 2010; in the data active = inhibition above about 12%;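 also: 0% = vehicle wells of infected cells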
PfHsp90 set2 = growth inhibition of PfHsp90-expressing yeast, primary screen, antimalarial PfHsp90 inhibitor project, S. cerevisiae, BacTiter-Glo luminescence, single point, set 2; actives 0.32% (n = 310,000); inhibition, % at 9.4 µM; AID 504621, 2011; BacTiter-Glo ATP, 48 h; yeast lacking PDR1 and PDR3 efflux regulators;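 active = every replicate shows inhibition above about 80%, whatever the replicate mean, limit read from the data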;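 also: 0% = DMSO neutral controls and 100% = 20 µM radicicol positive controls; yeast relying on Plasmodium falciparum Hsp90 in place of its own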
HTR5A ag ctr = HTR5A agonists in luminescence cell assay, primary screen, counter-screen for OPRM1-OPRD1 heterodimer agonist project, full-deck HTS; activation, % at 9.3 µM; 5-hydroxytryptamine receptor 5A (Homo sapiens), P47898; actives 0.61% (n = 340,000); cell-based; in the data active = activation mostly above about 9.5%, no sharp cut-off; inactive = mostly below about 7.6%;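 also: 0% = cells with vehicle only and 100% = reference agonist; strong numbers were not always called active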
phage Ecoli inh = growth loss of phage-infected E. coli, primary screen, RecBCD inhibitor project, absorbance, with phage, HTS; actives 0.26% (n = 360,000); inhibition, % at 11.9 µM; in the data active = inhibition above about 11%
HTR5A inv ctr = HTR5A inverse agonists in luminescence cell assay, primary screen, counter-screen for OPRM1-OPRD1 heterodimer inverse agonist project, full-deck HTS. 5-hydroxytryptamine receptor 5A (Homo sapiens), P47898. HTR5A cell line, inverse agonism. inhibition, % at 9.3 µM. actives 0.083% (n = 340,000). AID 504634, 2011; in the data active = inhibition mostly above about 23%, no sharp cut-off; inactive = mostly below about 18%;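 also: 0% = cells with DMSO and 100% = no-cell wells with DMSO; some compounds called inactive have numbers as strong as hits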
OPRM1-OPRD1 inv = inverse agonists of MOR-DOR heterodimerization, primary screen, cell-based, luminescence; Mu-type opioid receptor (Homo sapiens) + Delta-type opioid receptor (Homo sapiens), …; actives 0.21% (n = 340,000); cell-based MOR-DOR heterodimer luminescence, inverse agonism; inhibition, % at 9.3 µM; in the data active = inhibition above about 22%, passing the limit was not always enough;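 also: 0% = cells with DMSO and 100% = wells without cells with DMSO; values of inactives mirror those of a sister screen read the other way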
SUMO Mot1 rescue = yeast Mot1-301 growth rescue at high temperature, primary screen, SUMOylation pathway inhibitor project, S. cerevisiae, ATP luminescence, 38.5C | growth rescue, % at 18.8 µM | actives 1% (n = 320,000) | AID 2716, 2010 | S. cerevisiae Mot1-301 growth rescue; percent above DMSO median, 100 means doubled;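 active = every valid replicate shows activation above 250% relative to neutral control wells; inactive = the rest, any valid replicate at or below 250%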;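 also: OY570 slx delta 5 strain wells were the positive control but not used for scaling; some compounds called inactive have numbers as strong as hits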
PKA-R1A act = activators of PKA-R1A holoenzyme, primary screen, biochemical, fluorescence polarization, Cy5-IP20, bovine R1A, mouse PKAc. PKA-R1A dissociation; scaled: DMSO 0%, 113 µM cGMP 100%. activation, % at 11.4 µM. actives 0.083% (n = 340,000);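 active = percent activation above the mean of all tested compounds plus 3 SD, cut at about 19% in these data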;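 also: higher means more PKAc released from R1A so a rise in polarization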
* hit, by the source's call; nt = no result given.

Preview, 3 compounds:
SMILES	MOR-DOR ag	E coli growth	Pemphigus Ab inh	AddAB inh	PfHsp90 set2	HTR5A ag ctr	phage Ecoli inh	HTR5A inv ctr	OPRM1-OPRD1 inv	SUMO Mot1 rescue	PKA-R1A act
COc1ccccc1OCCC(=O)OCC(=O)Nc1ccc(S(=O)(=O)N2CCOCC2)cc1	-2.8	-0.1	96	1.2	-22	2	2.8	-7	15	6	2
Cc1ccc(OCCn2c(=S)[nH]c3ccccc32)c(C(C)C)c1	4.2	2.6	103	2.2	19	1	3.2	-2	-19	25	4
CC1=C(C(=O)OC(C)C)C(c2cccc(F)c2)N2C(=O)C(C)SC2=N1 (stereo unspecified)	5.3	1.8	109	3.0	11	0	1.3	-1	-31	nt	-11

This part in full, repeating the preview:
SMILES	MOR-DOR ag	E coli growth	Pemphigus Ab inh	AddAB inh	PfHsp90 set2	HTR5A ag ctr	phage Ecoli inh	HTR5A inv ctr	OPRM1-OPRD1 inv	SUMO Mot1 rescue	PKA-R1A act
COc1ccccc1OCCC(=O)OCC(=O)Nc1ccc(S(=O)(=O)N2CCOCC2)cc1	-2.8	-0.1	96	1.2	-22	2	2.8	-7	15	6	2
Cc1ccc(OCCn2c(=S)[nH]c3ccccc32)c(C(C)C)c1	4.2	2.6	103	2.2	19	1	3.2	-2	-19	25	4
CC1=C(C(=O)OC(C)C)C(c2cccc(F)c2)N2C(=O)C(C)SC2=N1 (stereo unspecified)	5.3	1.8	109	3.0	11	0	1.3	-1	-31	nt	-11
CC(=O)c1ccc(N2CCN(C(=O)CCS(=O)(=O)c3ccc4c(c3)CCN4C(C)=O)CC2)cc1	-2.7	-0.6	103	-0.3	-8	1	0.6	2	14	8	5
O=C(N/N=C/c1ccco1)c1cc(-c2ccc3ccccc3c2)n[nH]1	5.1	1.5	109	3.0	14	-3	0.8	1	-29	59	-10
O=C(COC(=O)c1ccc([N+](=O)[O-])o1)NC12CC3CC(CC(C3)C1)C2	-0.1	1.8	95	2.7	nt	-4	3.3	14	0	216	-2
CC(=O)Nc1ccc(OCCOc2ccccc2C(C)=O)cc1	-1.9	-1.4	112	2.6	3	3	-0.7	-5	10	17	-8
Cc1ccc(NC(=S)c2ccc3ccccc3n2)c(C)c1	-0.1	0.0	nt	3.7	3	0	1.7	-2	1	190	-11
COc1ccc(C(=O)N2CCN(C(=O)Cc3ccccc3)CC2)cc1	-4.1	1.1	84	-1.4	-18	-4	2.8	17	21	-6	-4
CCOC(=O)C1CCCN(C(=O)c2ccc(OC(C)=O)cc2)C1 (stereo unspecified)	-2.0	0.5	103	2.1	14	-1	1.1	-4	10	-15	0
C=CCOc1ccccc1CN1CCC(n2nccc2NC(=O)C2CCOC2)CC1 (stereo unspecified)	-0.3	-0.2	103	1.6	7	0	3.6	-16	2	-1	3
Cc1cc[n+](-c2nc3ccccc3nc2[N-]S(=O)(=O)c2cccs2)cc1C	-0.7	1.5	102	4.2	-6	-4	4.5	12	4	-5	9
Cc1ccc2sc(C)cc(=O)c2c1	-1.8	nt	92	nt	-4	2	4.2	-9	9	nt	0
COc1ccc(C(=O)C(C)C(C)=O)c(OCc2ccccc2)c1OC (stereo unspecified)	-2.5	nt	94	nt	16	5	3.2	-19	13	nt	-3
O=C(Nc1ccc(Br)cn1)C1CCCN1S(=O)(=O)c1ccccc1 (stereo unspecified)	0.4	1.9	118	-0.3	4	5	3.4	5	-2	0	-2
CC(Sc1nn(-c2ccc(Cl)cc2)c(=S)s1)C(=O)NCC1CCCO1 (stereo unspecified)	-1.2	-1.6	99	0.4	-2	2	-0.7	-7	8	-6	0
CCCCOc1ccccc1NC(=O)c1scc2c1OCCO2	-0.3	nt	101	nt	19	-5	-3.5	12	2	nt	-2
Cn1cc(S(=O)(=O)N2CCc3ccccc3C2)c(=O)n(C)c1=O	-0.5	-2.3	105	0.5	0	4	0.4	-1	3	3	3
CC(C)(C)OC(=O)N[C@H](C(=O)OC(C)(C)C)c1ccccc1	4.3	0.3	99	2.2	nt	4	2.8	-2	-24	-25	10
CC(=O)Nc1ccc(S(=O)(=O)N(C)CC(=O)OCC(=O)Nc2cc(C)on2)cc1	-3.5	-0.7	101	-1.2	nt	7	-0.5	21	14	21	9
Cc1cc(C)c(S(=O)(=O)NCCc2ccncc2)c(C)c1	-0.1	-2.4	111	-0.2	3	0	2.1	-1	0	127	-1
O=C(CNS(=O)(=O)c1c(Cl)cccc1Cl)OCc1csc(-c2ccccc2)n1	2.7	-3.0	97	2.4	14	0	1.8	-9	-14	-5	1
CC(C(=O)N1CCOCC1)N1C(=O)C2C3C=CC(C4CC34)C2C1=O (stereo unspecified)	-3.7	-1.5	101	1.9	-39	6	3.1	2	17	-13	4
Cc1ccc(CN2C(=O)c3ccccc3Sc3ccc(C(=O)NCCN4CCOCC4)cc32)cc1	-1.9	-0.8	98	0.7	31	-1	2.1	-29	10	371	-2
COCCCNC(=O)CCCCCNS(=O)(=O)c1ccc(Br)cc1	-1.4	-1.1	102	0.4	4	-4	4.9	-6	7	2	2
CCN(CC)S(=O)(=O)c1cc(C(=O)Nc2nncs2)c(Cl)cc1Cl	-0.6	1.7	101	-0.9	nt	6	-2.0	-30	3	-15	-12
CN(CC(=O)Nc1ccccc1Cl)C(=O)COC(=O)c1cccs1	-1.9	-1.6	nt	-1.2	-10	1	2.2	-3	8	-8	2
O=C(Nc1nc(-c2ccccc2Cl)cs1)c1cccnc1	0.6	0.9	104	4.2	1	1	0.6	2	-3	-14	-1
O=C1NCCCC1C(=O)Nc1cccc(C(F)(F)F)c1 (stereo unspecified)	-2.9	-1.3	nt	5.8	-1	22*	-0.5	-52	12	2	1
Cc1ccc(NS(=O)(=O)c2cccc3nsnc23)cc1C	-2.4	-1.6	106	-1.0	5	4	1.8	-16	11	8	-5
Nc1nc(Cl)nc(N(c2ccccc2)c2ccccc2)n1	0.2	0.9	106	4.1	12	5	2.4	-19	-1	10	4
O=C(Nc1ccccc1C(=O)NCC1CCCO1)c1ccco1 (stereo unspecified)	-1.8	-1.3	96	-0.3	33	-3	3.5	2	10	-8	-2
CCOC(=O)N1CCN(C(=O)c2ccc(NC(=O)CC)cc2)CC1	-2.1	-0.8	95	1.4	nt	-3	2.7	8	11	-18	1
C/C(=N\Nc1ccccn1)c1ccc(N2CCOCC2)cc1	0.1	0.8	116	0.2	nt	-2	2.1	5	-1	13	5
COc1ccc(NC(=O)COC(=O)c2cc(C)oc2C)c([N+](=O)[O-])c1	5.3	-3.1	103	0.6	-21	13	4.3	-32	-21	nt	-18
CCOc1c(Cl)cc(Cl)cc1CNCCNCCO	-0.1	-2.7	81	-3.7	-3	1	-0.9	-3	1	-9	-9
COc1ccc2c(c1)OC[C@H]1[C@H]2N2C(=O)c3cc(OC)ccc3NC(=O)[C@@]2(C)[C@H]1c1ccccc1	-0.5	-1.4	99	1.4	113*	1	5.6	2	3	356*	5
O=C(COc1ccc2c(c1)oc(=O)c1ccccc12)NC(Cc1ccc(Cl)cc1)C(=O)O (stereo unspecified)	-2.9	1.5	98	5.7	-15	5	0.4	10	14	12	-11
CC1=CC(=C(C#N)C#N)C=C(C)N1Cc1ccc(Cl)cc1	-1.3	-2.9	-3.8*	-0.7	-3	-3	4.2	9	8	0	-10
CCOc1ccc(OCCC(=O)NNC(=O)c2ccncc2)cc1	-3.6	-0.5	93	1.9	nt	0	0.3	-1	16	0	4
O=C(O)c1ccc(NS(=O)(=O)c2ccc(C(=O)Nc3ccccc3)cc2)cc1	-3.7	-2.9	nt	1.5	-8	-2	1.9	22	19	442	-1
O=C(NNC(=S)Nc1ccc(Br)cc1Cl)c1ccncc1	-5.0	-0.6	96	-0.3	16	1	4.3	16	27	-3	-12
Cc1ccc(/C=N/NC(=O)Cc2cccn2C)s1	-1.3	-1.9	99	-0.1	14	0	1.5	-4	7	-1	-6
COC(=O)C1=CN(C)C=C(C(=O)OC)C1c1ccc(O)c(OC)c1	-0.8	-1.4	85	0.8	nt	-1	2.6	3	4	nt	5
CCOC(=O)c1cn[nH]c1N	-0.8	0.4	91	1.6	8	2	-0.9	-12	5	-15	1
c1ccc2c(c1)-c1ccccc1C2N1CCOCC1	-0.5	nt	98	nt	6	1	3.0	-6	2	nt	-5
Cc1cccc(OCC(=O)NC(=S)NNC(=O)c2ccncc2)c1	-0.6	0.7	nt	3.5	-12	2	1.2	-8	3	-10	1
CCOc1ccc2nc(NC(=O)c3cnc(C)cn3)sc2c1	0.6	-1.3	109	-4.8	4	2	-0.6	-14	-3	nt	-9
COC(=O)c1ccccc1NC(=O)c1cc([N+](=O)[O-])nn1Cc1ccccc1	-2.0	0.0	99	-0.5	7	-4	1.2	10	10	1	-3
CC(=O)NC1C(=O)N=C(SCC(=O)NC2CCCCC2)NC1=O (stereo unspecified)	-0.3	-1.6	88	-1.1	-2	-3	3.7	7	2	14	6
Cc1c(Cl)cccc1NC(=O)CCNC(=O)N1CC(=O)Nc2ccccc21	-2.1	1.4	99	2.7	13	-2	1.7	-7	11	-18	5
COc1ccccc1C(CC(=O)O)NS(=O)(=O)c1ccc2c(c1)N(C(C)=O)CC(C)O2 (stereo unspecified)	0.4	0.1	nt	1.3	-20	5	2.2	-9	-2	0	3
COc1cc(/C=C(\C#N)c2ccccn2)ccc1OCC(=O)Nc1ccc(Br)cc1	-2.6	-0.3	87	4.6	-55	-1	4.8	10	14	384	1
Cc1ccc(Cl)cc1NC(=O)CN1CCN(S(=O)(=O)N2CCC(C)CC2)CC1	-1.4	-0.8	110	1.5	3	0	-1.4	0	8	-8	15
CCOC(=O)CNC(=O)c1ccc2[nH]c3ccccc3c2c1	0.2	-0.5	107	2.0	-1	-8	4.2	-3	-1	18	3
Cc1cccc(C)c1NC(=S)N(CCCN1CCCCC1)Cc1ccco1	-1.9	-1.5	105	-0.4	22	0	3.2	-1	9	2	4
Oc1ccc(C=Nc2cccc3ccccc23)c(O)c1	3.3	-0.2	107	-0.7	-7	10	-0.2	-29	-17	19	-3
O=C1CC(N2CCN(c3ccccc3)CC2)C(=O)N1c1cccc(Br)c1 (stereo unspecified)	-0.9	2.3	98	1.6	18	-3	1.3	10	4	-16	-8
